# Compound activity deposited in PubChem by several laboratories.
# PKA-R2B act: PKA-R2B complex activation. P22694+P31323. PKA-R2B holoenzyme dissociation, Cy5-IP20 fluorescence polarization; R2B truncated from residue 108, S112A mutant; 0% DMSO only, 100% 113 µM cGMP. activation, % at 11.4 µM. 340,000 tested, 0.079% active. AID 504700;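 active = activation above a cutoff set at the mean over all compounds plus 3 SD, cut at about 18% in these data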;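 note: higher means more holoenzyme dissociation and a rise in polarization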
# CAL PDZ FP-1: blocks peptide binding to human CAL PDZ domain | Q9HD26 | purified CAL PDZ, TMR-peptide fluorescence polarization, 1 h | inhibition, % at 20 µM | 330,000 tested, 0.02% active | AID 504414;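 active = highest replicate inhibition of at least 40%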;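 note: plate controls were DMSO neutral control wells for no effect and unlabeled competitor peptide control wells for full effect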
#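 Test system: tagged CAL PDZ domain / Buffer or medium: sodium phosphate/NaCl buffer pH 7.4 with TCEP, IgG, Thesit / Reagent: TMR-labelled reporter peptide T*-PRC34 bound in PDZ groove / Compound dosing: single point, 20 µM / Schedule: 1 h incubation at room temperature before polarization reading / Technique: fluorescence polarization (mP) / Benchmarks: unlabelled peptide, DMSO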
# DAGLB inh: blocks human DAGLB lipase activity; 340,000 tested, 0.059% active; Q8NCG7; AID 504411; HEK293T DAGLB membrane lysate, EnzChek fluorogenic substrate; inhibition, % at 5.17 µM; in the data active = inhibition above about 34%;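 note: 0% = enzyme with vehicle and 100% = wells lacking enzyme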
# Target sequence (Q8NCG7 whole entry, looked up): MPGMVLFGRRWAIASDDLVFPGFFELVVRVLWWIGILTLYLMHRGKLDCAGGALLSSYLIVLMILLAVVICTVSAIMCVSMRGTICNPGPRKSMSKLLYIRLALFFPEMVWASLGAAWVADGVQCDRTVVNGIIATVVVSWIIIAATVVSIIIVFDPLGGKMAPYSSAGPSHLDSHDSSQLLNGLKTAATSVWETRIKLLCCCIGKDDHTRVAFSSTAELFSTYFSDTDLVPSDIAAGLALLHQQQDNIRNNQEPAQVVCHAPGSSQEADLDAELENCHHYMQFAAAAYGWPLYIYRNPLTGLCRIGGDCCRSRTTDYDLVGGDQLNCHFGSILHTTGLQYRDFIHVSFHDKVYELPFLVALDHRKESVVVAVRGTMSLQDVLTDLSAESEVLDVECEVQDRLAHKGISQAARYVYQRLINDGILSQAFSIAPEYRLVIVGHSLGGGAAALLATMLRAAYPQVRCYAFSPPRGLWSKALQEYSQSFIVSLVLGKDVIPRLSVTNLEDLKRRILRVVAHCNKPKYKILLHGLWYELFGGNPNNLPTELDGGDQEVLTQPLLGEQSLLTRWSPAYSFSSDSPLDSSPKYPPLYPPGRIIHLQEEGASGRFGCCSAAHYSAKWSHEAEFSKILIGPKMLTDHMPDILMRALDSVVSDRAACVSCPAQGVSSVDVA
# RTF Ca sens inh: cardiac RTF calcium desensitization; IANBD-labeled cardiac RTF, Ca2+ fluorescence; P19429+P45379; inhibition, % at 7.15 µM; 340,000 tested, 0.12% active;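 active = inhibition above the mean inhibition of all tested compounds plus 3 SD, cut at about 17% in these data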;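 note: assay run at fixed EC70 calcium of 1.6 mM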
# LANA DNA inh: inhibitors of KSHV LANA C-terminal domain DNA binding; MBP-C-LANA/FAM-LBS DNA binding, fluorescence polarization; inhibition, % at 9 µM; 340,000 tested, 0.078% active; AID 504423;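 active = highest replicate inhibition at or above 60% at 9 µM, even if other replicates fall short; inactive = all replicates below 60% inhibition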;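 note: 0% = neutral control wells and 100% = 4 µM acridine orange control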
# CAL PDZ FP-2: inhibitors of human CAL PDZ peptide binding; Q9HD26; purified CAL PDZ, TMR-peptide fluorescence polarization, 1 h; inhibition, % at 24.9 µM; 300,000 tested, 0.92% active; AID 602252;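 active = mean inhibition of at least 30% with at least half of replicates also reaching 30%; inconclusive = no clear call, values can overlap the other calls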;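 note: 0% = DMSO neutral control and 100% = excess unlabeled competitor peptide PRC23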
# SR-BI uptake up: enhances SR-BI lipid uptake from DiI-HDL; activation, % at 12.5 µM; AID 504775; 320,000 tested, 0.096% active; CHO ldlA[mSR-BI] cells, DiI-HDL uptake fluorescence, 3 h; 100 = double the neutral-control signal;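 active = mean replicate activation of at least 60% and every replicate at or above 60%; inconclusive = mean or all-replicate condition met, but not both; inactive = mean below 60% and not all replicates reaching 60%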;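 note: 0% = median plate neutral-control signal and 100% = twice that signal; values of inactives mirror those of a sister screen read the other way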
#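 Test system: SR-BI-overexpressing, LDLR-lacking CHO cells; Medium: Ham's F12 with 0.5% BSA, HEPES 25 mM, pH 7.4; Schedule: 3 h, 37 °C; Technique: bottom-read fluorescence, 550/595 nm.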
# cardiac RTF act: increases calcium sensitivity of human cardiac regulated thin filaments | 340,000 tested, 0.24% active | P19429+P45379 | activation, % at 7.2 µM | AID 493008 | IANBD-labeled TnC RTF fluorescence at EC20 calcium; 0% EC20 calcium, 100% full calcium;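 active = activation above the mean over all tested compounds plus 3 SD, cut at about 30% in these data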;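 note: rise in fluorescence read as greater calcium sensitivity of cardiac thin filaments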
# Rtt109 HAT inh: inhibitors of Candida albicans Rtt109/Vps75 histone acetyltransferase; inhibition, % at 34.9 µM; AID 540336; Q5AAJ8; purified Rtt109/Vps75, ThioGlo CoA-SH fluorescence, 4 h; 330,000 tested, 0.16% active;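 active = inhibition of at least 50% in every replicate; inconclusive = best replicate reaches 50% inhibition but some replicates fall short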
# Target sequence (Q5AAJ8 whole entry, looked up): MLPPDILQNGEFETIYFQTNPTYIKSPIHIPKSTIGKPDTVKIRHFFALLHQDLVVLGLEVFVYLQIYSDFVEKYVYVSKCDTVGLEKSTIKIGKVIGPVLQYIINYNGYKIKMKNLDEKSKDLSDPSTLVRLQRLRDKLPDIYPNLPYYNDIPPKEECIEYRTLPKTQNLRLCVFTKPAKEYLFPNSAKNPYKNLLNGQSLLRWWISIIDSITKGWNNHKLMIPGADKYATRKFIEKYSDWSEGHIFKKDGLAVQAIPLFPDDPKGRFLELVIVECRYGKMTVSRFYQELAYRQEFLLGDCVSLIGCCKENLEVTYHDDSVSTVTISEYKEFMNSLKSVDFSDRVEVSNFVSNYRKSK
# Keap1 Nrf2 FP: inhibitors of human Keap1-Nrf2 protein-protein interaction | Q14145 | Keap1 Kelch-Nrf2 peptide fluorescence polarization, 1536-well | inhibition, % at 9.4 µM | 340,000 tested, 0.15% active | AID 504523; in the data active = inhibition above about 12%; inconclusive = no clear call, values can overlap the other calls; inactive = below about 7.3%;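 note: human Keap1 Kelch domain with fluorescein labeled Nrf2 9mer peptide probe; 0% = neutral control wells and 100% = peptide positive control; higher means more block of Keap1 binding to Nrf2 peptide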
# The depositor's hits bear a star; ? = inconclusive; . = no result given.
SMILES	PKA-R2B act	CAL PDZ FP-1	DAGLB inh	RTF Ca sens inh	LANA DNA inh	CAL PDZ FP-2	SR-BI uptake up	cardiac RTF act	Rtt109 HAT inh	Keap1 Nrf2 FP
Cc1ccccc1CC1SC(N=C(N)N)=NC1=O (stereo unspecified)	2.7	.	-0.1	-1.9	-3.1	-3.3	-2.5	5.9	-2.0	-2.9
COc1ccccc1CCc1nnc(CCC(=O)NC(C)Cc2cccc(C)n2)o1 (stereo unspecified)	-5.2	0.5	-0.3	-3.2	-0.2	2.1	.	1.3	1.3	-5.0
COc1cc2cc(C(c3nnnn3C3CCCC3)N(C)C3CCCCC3)c(=O)[nH]c2cc1OC (stereo unspecified)	-1.0	-0.7	2.9	-1.6	-1.1	0.6	-0.7	-8.1	-26.7	-3.8
COc1cccc2c1c(NC(=O)Nc1ccc(F)cc1F)nn2C	-0.5	0.2	-2.1	3.8	-0.8	-1.7	-7.2	-3.4	6.1	2.2
Cc1ccc2oc(C(=O)NCCCN3CCOCC3)c(C)c2c1	-2.5	-2.1	-1.6	-4.4	0.3	-0.8	3.7	3.0	-1.7	-4.5
O=C(Nc1nnc(COc2ccccc2F)s1)Nc1ccccc1F	-7.5	-2.2	-7.7	-5.1	2.7	.	4.5	4.6	-8.6	-10.4
Cc1cc2nnc(SC3CCOC3=O)n2c2ccccc12 (stereo unspecified)	4.2	12.6	0.4	-3.5	0.6	-4.5	.	0.7	2.0	3.6
Clc1ccccc1CSC1=NCCCN1	-12.1	-1.0	0.9	1.7	0.6	-2.9	9.5	-3.8	-9.5	-4.1
CCOc1ccc(S(=O)(=O)N(C)CC(=O)N2CCN(CC)CC2)cc1	0.3	-3.4	-1.0	-15.7	1.0	1.9	9.5	-2.9	5.9	2.5
COC(=O)c1ccc(CSc2nnc3nc(C)cc(C)n23)cc1	-5.0	-0.7	1.3	-5.7	1.4	33.3*	1.6	9.2	-5.8	0.1
CCOc1ccc(-c2nc(C#N)c(N3CCCCCC3)o2)cc1	-8.9	-0.7	-6.5	-5.4	-1.3	.	-63.5	-3.7	3.6	-4.1
COc1ccc(Cl)cc1C(=O)Nc1cccnc1Cl	-6.8	-1.9	-9.6	0.9	0.4	-1.0	-34.5	11.0	6.1	-3.3
CC(C)NC(=O)c1ccc(Sc2ccccc2)c([N+](=O)[O-])c1	4.1	-0.7	-3.5	2.7	-1.3	-0.6	3.7	-2.6	9.4	-2.3
CC(C)(C)OC(=O)N1CCC(NC(=O)c2nc[nH]c2C(=O)N2CCN(c3ccccc3)CC2)CC1	-2.1	-0.9	1.9	7.8	-0.6	-0.3	2.3	1.3	-1.2	-3.9
CCOc1ccc(S(=O)(=O)N2CCN(S(=O)(=O)c3ccc(C)c(C)c3)CC2)cc1	8.7	-1.1	-0.2	2.2	0.7	-3.2	24.5	-1.1	-5.5	?
COC(=O)c1ccc(NC(=S)N(Cc2cccnc2)Cc2ccco2)cc1	-3.5	-2.3	-1.3	2.9	2.6	-4.6	-10.4	1.6	-5.9	-5.4
COc1ccc(OCCCn2c(=O)oc3ccccc32)cc1	5.8	-0.6	-3.1	8.2	0.7	-4.6	.	1.7	5.3	-3.7
O=C(CSc1nc(C(F)(F)F)cc(=O)[nH]1)NCC1CCCO1 (stereo unspecified)	1.0	-0.7	-0.1	-25.4	-0.4	-1.1	9.2	-5.9	5.1	-0.2
CC(=O)c1cccc(CN2CCN(C3CCCC3)C(CCO)C2)c1 (stereo unspecified)	-2.4	-1.7	-1.5	-9.2	-0.6	-5.8	.	-2.7	-6.2	-10.3
CCOC(=O)c1cnc2ccccc2c1NCc1ccco1	3.0	-4.3	-2.8	2.1	0.1	-0.9	-12.9	0.3	11.5	-4.1
COC(=O)/C(=C/Nc1cccc2ccccc12)[N+](=O)[O-]	3.9	-0.2	5.4	-9.1	0.0	-2.2	21.0	-10.1	-7.8	-0.6
CC(C)C(=O)N1CCN(c2ccc(NC(=O)c3cccs3)cc2Cl)CC1	0.0	-1.9	0.8	-5.1	1.5	0.9	-49.1	-1.6	19.2	-6.4
C[C@H](NC(=O)c1nc[nH]c1C(=O)N[C@@H](C)C(=O)OC(C)(C)C)C(=O)OCc1ccccc1	-13.3	0.8	0.2	-6.0	-1.0	-3.2	12.3	-8.2	1.9	-3.2
COCc1nc2c([nH]1)c(=O)n(C)c(=O)n2CC(C)C	5.8	0.8	3.3	-0.6	0.2	-1.8	3.3	-8.0	-1.4	-3.3
CCOC(=O)C1=C(CC)Nc2ccccc2N=C1NC(=O)c1ccc(S(=O)(=O)N(C)C)cc1	-6.7	-2.7	-4.2	0.7	-0.2	-3.1	-2.5	-5.0	14.7	-0.6
CCOC(=O)c1ccccc1NC(=O)/C=C/c1cc(OC)c(OC)c(OC)c1	-6.4	-0.7	-0.6	-7.4	1.2	-4.0	-9.1	-6.1	-1.2	-3.0
N#Cc1nc(-c2ccccc2F)oc1NCCN1CCOCC1	-3.5	-6.5	2.8	-1.3	-4.3	4.7	-5.2	7.5	5.8	1.3
O=C(N/N=C\c1ccc(CN(Cc2ccc(Cl)cc2)S(=O)(=O)c2ccccc2)o1)C(=O)Nc1ccc(F)cc1	-6.2	0.2	3.0	-2.2	0.6	-6.1	-64.7	-3.5	-10.8	-2.2
O=C(CSc1ccc(Cl)cc1)NNC(=O)c1ccncc1	-4.7	-1.8	0.5	-1.5	0.0	-2.4	1.5	-2.1	-5.0	0.6
CCCCN(C)C(=O)Cn1cnc2sc(C)cc2c1=O	-8.3	0.5	-0.2	-2.4	0.6	.	16.2	-6.2	-9.2	0.5

# Remaining list, next part
SMILES	PKA-R2B act	CAL PDZ FP-1	DAGLB inh	RTF Ca sens inh	LANA DNA inh	CAL PDZ FP-2	SR-BI uptake up	cardiac RTF act	Rtt109 HAT inh	Keap1 Nrf2 FP
Cc1cccc(N2C(=O)NC3(CCCCC3)C2=O)c1	-9.0	-0.3	0.7	-24.3	0.5	-4.5	-6.0	8.5	2.0	-4.0
Cn1cccc1C1CCCN1CC(=O)Nc1ccc(C(N)=O)cc1 (stereo unspecified)	-4.8	-0.3	-1.6	-6.8	-2.2	-1.0	15.5	0.8	3.8	-12.1
Cc1ccc(C)c(OCc2cc(C(=O)NC(C)c3cnn(C)c3)no2)c1 (stereo unspecified)	-2.2	-0.2	2.2	-5.0	-0.4	25.4	-8.5	-5.2	-3.4	4.6
N#Cc1ccc(N2Cc3ccccc3C2=NC(=O)c2cccnc2Cl)cc1	12.8	-1.1	-2.2	-14.4	-0.2	1.1	-8.7	-0.2	.	3.1
Cc1nc(NC(=O)CC(C)C)sc1-c1csc(Nc2ccc(Cl)cc2)n1	5.9	-0.4	1.4	7.6	1.5	-2.5	-73.1	-11.6	-3.0	1.6
O=C(O)c1ccc(Oc2cc(Oc3ccc(C(=O)O)cc3)cc([N+](=O)[O-])c2)cc1	-14.7	32.5	6.1	-8.9	1.1	-5.7	10.6	3.2	3.9	-2.1
Cc1nnc(N2CCOCC2)c2nn(-c3ccccc3)c(C)c12	-0.6	0.2	-1.6	-5.5	-3.7	-3.3	-0.9	1.4	-11.4	-11.2
NC(=O)c1cccnc1Oc1ccc(Cl)cc1Cl	9.1	-1.9	-9.9	-0.4	-2.2	-1.5	2.6	5.8	-2.8	0.4
COc1cc(-c2nnc(SCC#CCO)o2)cc(OC)c1OC	0.2	-0.4	0.8	-1.6	0.5	-3.8	9.9	2.4	-6.4	4.7
CCCOC(=O)c1ccc(Oc2c(-c3ccc(O)cc3O)n[nH]c2C)cc1	-6.5	-0.1	-3.1	-16.3	1.0	-3.5	?	2.2	9.6	-4.9
O=C(COC(=O)c1ccc2c(c1[N+](=O)[O-])C(=O)c1ccccc1C2=O)NC1CC1	-14.2	0.2	1.0	-1.6	0.3	-4.9	-7.8	-6.5	2.1	-4.4
Cc1cc(C)n2nc(SCC(=O)N3CCC(C(=O)O)CC3)nc2n1	-5.7	-0.1	-2.8	-2.2	-3.4	0.8	.	1.9	5.2	-2.5
CN1Cc2c(N3CCOCC3)nc3sc(C#N)c(N)c3c2CC1(C)C	6.1	0.6	-1.4	-3.8	-5.3	.	4.1	-2.0	-3.9	2.9
Cc1ccc2oc(=O)n(CC(=O)OCCC(C)C)c2c1	-4.0	-0.8	-12.8	-2.4	0.9	-5.6	5.8	9.8	-3.6	4.9
COc1ccccc1N1CCN(C(=O)c2cc(C(C)(C)C)oc2C)CC1	-11.8	-0.1	-4.2	-0.6	0.8	-1.8	-17.2	-4.5	16.9	-6.0
CC(C)(C)OC(=O)N[C@H](C(=O)OC(C)(C)C)c1ccc2ccccc2c1	-3.7	0.1	-5.1	-4.0	1.2	-2.3	-18.0	2.0	18.0	-4.9
CN1OC[C@@H]2CN(Cc3cc(Cl)cc(Cl)c3)[C@H](c3cccc(Br)c3)C[C@@H]21	4.5	-2.1	-7.0	-5.5	-1.1	-2.9	-3.5	-3.8	6.7	-3.0
O=C(COC(=O)C1CC1)Nc1ccc(S(=O)(=O)N2CCOCC2)cc1	-8.7	-2.0	1.3	-0.9	4.2	7.5	10.5	4.0	-0.1	-1.6
CN(C)/C=N/c1c(C#N)nnn1Cc1ccccc1	5.8	-3.0	0.3	-10.9	-1.6	-2.2	7.9	-2.9	-4.3	1.4
Cc1cccc2c1OCC/C2=N\NC(=O)COc1ccccc1Cl	0.6	-2.8	1.3	-4.3	1.9	.	-7.8	13.1	1.1	-2.3
COC(=O)C1CCN(c2cnccn2)CC1	-19.0	-2.0	-2.0	-2.5	0.0	-3.0	10.1	-0.9	-6.1	2.7
CNC(=O)COC(=O)/C=C/c1ccco1	-8.3	-2.8	1.1	-2.2	2.4	-5.1	7.1	1.3	6.4	-4.1
CCc1nc(SCC(=O)NCCc2ccccc2)c2c(=O)n(C)c(=O)n(C)c2n1	7.5	0.4	1.8	9.9	-7.1	0.3	14.1	-2.6	-1.3	1.0
CCN(CC(=O)NCc1ccc(F)cc1)CC(=O)Nc1ccccc1-c1ccccc1	4.0	-2.2	-5.1	-14.0	-3.3	5.6	-5.0	-3.1	-0.4	8.5

# No enrichment for hits; about 1.6% have a hit in one of these screens.
